Source: PubChem BioAssay (The Scripps Research Institute Molecular Screening Center)
MITF primary: inhibitors of human MITF. O75030. 650,000 compounds, 0.91% hits. inhibition, % at 2.6 µM. AlphaScreen MITF homodimerization, bead proximity signal; in the data active = inhibition above about 50%;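 note: 0% = vehicle wells with protein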
Target sequence (O75030 whole entry, looked up): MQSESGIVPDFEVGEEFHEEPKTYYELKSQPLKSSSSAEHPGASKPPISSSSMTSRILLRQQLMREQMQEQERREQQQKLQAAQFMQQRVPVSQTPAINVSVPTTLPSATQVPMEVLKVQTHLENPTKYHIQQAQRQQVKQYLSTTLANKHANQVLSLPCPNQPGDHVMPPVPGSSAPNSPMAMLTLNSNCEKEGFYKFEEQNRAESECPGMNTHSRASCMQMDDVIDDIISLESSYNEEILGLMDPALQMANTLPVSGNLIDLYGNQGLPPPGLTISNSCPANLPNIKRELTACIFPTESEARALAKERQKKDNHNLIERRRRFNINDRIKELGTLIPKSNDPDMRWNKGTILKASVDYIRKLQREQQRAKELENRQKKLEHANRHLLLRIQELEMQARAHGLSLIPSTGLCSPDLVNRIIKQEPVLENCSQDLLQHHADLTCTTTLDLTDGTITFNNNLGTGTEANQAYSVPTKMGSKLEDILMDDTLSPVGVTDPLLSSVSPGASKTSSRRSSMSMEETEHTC
FBW7 act: human FBW7 E3 ligase activation, primary screen | normalized activity (activation), % at 26.1 µM | AlphaScreen FBW7–phospho-cyclin E peptide binding, activator screen | 650,000 compounds, 0.13% hits; in the data active = normalized activity above about 1.9%;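 note: purified mutant Fbw7 with reduced substrate affinity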
TEAD-YAP inh: TEAD-YAP interaction inhibition. HEK-TIYL cells, TEAD-Gal4/YAP UAS-luciferase luminescence. AID 1259422. 640,000 compounds, 1.4% hits. inhibition, % at 9.12 µM; in the data active = inhibition above about 32%;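 note: 0% = median of test compound wells and 100% = reference inhibitor wells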
GPR151 ag: human GPR151 activation; Q8TDV0; PathHunter beta-arrestin GPR151 cells, luminescence; activation, % at 11.2 µM; 650,000 compounds, 1% hits; AID 1508602; in the data active = activation above about 4.9%;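 note: 0% = median of compound wells and 100% = cells with positive control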
Target sequence (Q8TDV0 whole entry, looked up): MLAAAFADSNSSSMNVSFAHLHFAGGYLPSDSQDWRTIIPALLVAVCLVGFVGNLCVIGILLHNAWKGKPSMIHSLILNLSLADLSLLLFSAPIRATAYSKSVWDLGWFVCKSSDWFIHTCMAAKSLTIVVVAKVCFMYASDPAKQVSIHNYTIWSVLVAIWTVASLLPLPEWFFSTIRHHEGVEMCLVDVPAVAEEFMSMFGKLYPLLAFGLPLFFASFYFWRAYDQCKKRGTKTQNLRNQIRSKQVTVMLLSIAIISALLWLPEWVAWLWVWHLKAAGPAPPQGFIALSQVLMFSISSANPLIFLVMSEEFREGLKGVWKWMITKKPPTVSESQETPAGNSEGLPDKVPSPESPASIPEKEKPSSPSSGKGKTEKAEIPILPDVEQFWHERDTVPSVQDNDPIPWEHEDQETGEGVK
* = called active by the depositor; & = joins results of further samples. The order is random. About 3.4% of those tested had a hit in this group.

canonical_smiles	MITF primary	FBW7 act	TEAD-YAP inh	GPR151 ag
Cc1cccc(C2C(C#N)=C(N)OC3=C2C(=O)CC(c2ccccc2)C3)c1 (centres undefined)	10	0.1	8	1.0
Nc1cccc(-c2cccc(C(=O)Nc3ccccc3)n2)c1	4	0.0	9	-1.5
COc1ccc2cc(CNC(C)C)c(N3CCSCC3)nc2c1	8	0.0	13	-0.2
O=C(O)Cc1ccc(NC(=O)c2cccc(I)c2)cc1	5	0.0	12	3.1
O=C(O)C1CC=CCC1C(=O)Nc1ccc2ccccc2c1 (centres undefined)	-4	-0.2	-15	-2.6
O=C(NCc1ccco1)c1ccc2c(c1)NC(=O)C(CSCc1cccc(Cl)c1)N2 (centres undefined)	6	-0.1	5	-0.1
CCOc1ccc(Nc2ccc(N3C(=O)C4CC=CCC4C3=O)cc2[N+](=O)[O-])cc1 (centres undefined)	10	-0.3	-1	0.7
CCN1CCN(C2=NC(=O)/C(=C\c3ccc(OC)cc3)S2)CC1	-13	0.2	2	-0.2
O=[N+]([O-])c1ccc(C=Nc2ccc(N3CCOCC3)cc2)cc1	9	-0.1	-7	0.5
COc1ccc(N2CCN(c3ncnc4sc(C(=O)Nc5cc(OC)c(OC)c(OC)c5)c(C)c34)CC2)cc1	-6	-0.2	21	0.4
O=C(CSc1nc(-c2ccccc2)cc(=O)[nH]1)N1CCCCC1	-2	-0.1	-14	-0.2
CCc1ccccc1NC(=O)c1c(NC(=O)c2ccc(Br)cc2)sc2c1CCC2	4	0.0	2	-2.4
CN1CCN(NC(=O)c2ccc(Cl)cc2Cl)CC1	-1	0.0	4	-0.2
COc1cccc(CC2(CO)CCN(Cc3nc4ccccc4s3)CC2)c1	0	0.0	7	-1.9
Oc1[nH]c2ccccc2c1C=NCc1ccco1	14&10	0.0&-0.2	-5&2	-0.7&0.4
NS(=O)(=O)c1ccc(-c2ccc(/C=C3/C(=O)NN(c4cccc(Cl)c4)C3=O)o2)cc1	14	0.1	4	0.1
COC(=O)c1ccc(N2C(=O)c3nccnc3C2=O)cc1	6	0.1	1	-1.6
CCOc1ccc(C2CC(=O)NC(SCc3ccccc3)=C2C#N)cc1 (centres undefined)	0	0.1	2	0.2
COC(=O)c1ccccc1OCCCCNCc1ccco1	43	0.3	5	-0.4
CC(C)(Cl)CNS(=O)(=O)c1ccccc1	-14	-0.2	-3	0.2
CCSC(SCC)=C(C#N)C(=O)Nc1ccccc1	12	0.1	3	-0.8
CCOC(=O)c1c(NC(=O)CSc2nc(C)cc(-c3ccccc3)n2)sc2c1CCCC2	3	0.2	4	-1.6
COc1cc(C2C(C(=O)OC(C)C)=C(C)NC3=C2C(=O)CC(c2ccc(Cl)cc2)C3)ccc1OC(C)=O (centres undefined)	7	0.5	-24	-1.5
COc1ccc(NC(=O)Nc2ncn(Cc3cccc(C(F)(F)F)c3)n2)cc1OC	21	0.1	3	0.5
O=C(c1ccc2ccccc2c1)N1CCCCCC1	-13	0.0	-47	0.5
COc1ccc(CNC(=S)NN)cc1	18	0.1	5	-1.5
O=C(Nc1sc2c(c1C(=O)Nc1ccccc1)CCCCC2)c1cccs1	6	0.1	-2	-0.3
O=[N+]([O-])c1ccccc1/C=N/Nc1nnc2c(n1)[nH]c1ccccc12	-10	-0.2	-4	0.1
CCOC(=O)C(C)Oc1ncnc2cccc(F)c12 (centres undefined)	-5	0.1	6	-0.9
CCN(CC)C(=O)c1c(NC(=O)c2cccs2)sc2c1CCC2	18	0.1	36*	0.0
CC(=O)NC(CC(=O)O)c1ccco1 (centres undefined)	10	-0.2	2	0.3
CCOC(=O)c1cc2c(nc1C)-c1ccc([N+](=O)[O-])cc1C2=O	5	-0.1	-15	0.8
CCCC(=O)NC(N1CC(C)OC(C)C1)C(Cl)(Cl)Cl (centres undefined)	-1	0.0	13	-0.1
Cc1c(-c2ccccc2)c(CN2CCN(C)CC2)n2ccccc12	-5	-0.1	6	-1.6
O=C(CCN1Cc2ccccc2OC(c2ccccc2)C1)NCc1cccnc1 (centres undefined)	5	0.0	-9	-0.2
CCc1nnc(C2CCN(C(=O)c3ccc(OC)cc3)CC2)s1	17	0.1	-4	-1.8
COc1ccc2ccccc2c1CNc1nnnn1C	11	-0.1	-10	0.1
O=S(=O)(c1ccc(F)cc1)N1CCCC(C(F)(F)F)C1 (centres undefined)	19	0.9	9	0.2
CCOC(=O)C1=C(C)N=c2s/c(=C\c3ccc(OCc4ccc(Cl)cc4Cl)cc3)c(=O)n2C1c1ccc(OC)cc1 (centres undefined)	-11	-0.1	-2	-0.1
O=C1NC(c2ccccc2)=N/C1=C/c1ccc(Cl)cc1	-2	0.0	6	0.5
COc1cccc(CNC(=O)C2=C(C)C(=O)OC23CCCCCC3)c1OC	0	-0.1	1	-0.2
NS(=O)(=O)c1ccc(NC(=O)CN2CCN(C3c4ccccc4-c4ccccc43)CC2)cc1	5	0.2	6	-0.2
CC(NC(=O)C1CCC1)c1ccc2c(c1)OCO2 (centres undefined)	-10	0.3	1	1.7
CCOC(=O)C1=CN(Cc2ccc(OC)cc2)C=C(C(=O)OCC)C1c1cc(Br)c(OCC)c(OC)c1	-7	0.0	-2	2.6
O=C(O)c1ccccc1-c1ccccc1C(=O)Nc1ccc(O)cc1	2	0.0	11	0.4
Cn1c(CCNC(=O)N2CCOCC2)nnc1SCc1cccnc1	11	0.3	-9	0.5
O=C(CSc1nc2c([nH]c3ccccc32)c(=O)n1-c1ccc(F)cc1)N1CCOCC1	-3	0.2	10	0.1
CCCCN(CC)C(=O)c1c[nH]c2ccc(S(=O)(=O)N(C)c3cccc(C)c3)cc2c1=O	20	0.1	21	0.9
CCc1cc(C(=O)NCc2c(C)ncc3c2CCN(C(=O)CC(C)(C)C)C3)n(C)n1	4	-0.1	17	1.1
COc1ccc(/C=C(\C#N)C(=O)OCC(=O)NCc2ccccc2Cl)cc1	3	-0.1	14	0.9
O=C(/C=C/c1ccc2c(c1)OCO2)c1ccncc1	10	-0.3	0	0.7
CC1CCc2c(sc3ncnc(Nc4ccc5c(c4)OCO5)c23)C1 (centres undefined)	12	0.4	-14	0.9
COC(=O)CC1C(=O)NCCN1C(=O)c1cc(Cc2ccc(OC)cc2)no1 (centres undefined)	6	-0.1	1	0.7
COC(=O)c1c(NC(=O)c2cccc(Cl)c2)sc2c1C(C(=O)OC)CC2 (centres undefined)	-10	0.0	-2	0.7
O=C(NC1c2ccccc2Oc2ccccc21)c1cccnc1	13	0.0	3	-0.7
CCOCCOC(=O)C1=C(C)NC2=C(C(=O)CC(c3ccccc3)C2)C1c1cccc(Br)c1 (centres undefined)	5	0.1	11	1.4
Cc1cc(C(=O)CSc2nnc3sc4ccccc4n23)c(C)n1-c1ccc(Cl)c(C(F)(F)F)c1	-7	0.0	-19	0.5
C=CCOc1ccc(C2C3=C(CCCC3=O)OC3=C2C(=O)CCC3)cc1OC	5	-0.2	-1	1.8
Cc1ncc2c(c1CNC(=O)c1cnccn1)CCN(Cc1ccccc1-c1ccco1)C2	0	-0.2	-12	0.4
CCOC(=O)c1c(C)c(C(=O)Nc2cccc(OC)c2)c(C)n1CC	0	-0.1	-28	0.3

(list continues)
canonical_smiles	MITF primary	FBW7 act	TEAD-YAP inh	GPR151 ag
COc1ccc(-n2cc(-c3ccccc3)c3c(NC4CC(C)CC(C)(C)C4)ncnc32)cc1 (centres undefined)	1	0.0	-3	0.0
CC(=O)c1cccc(NC(=O)N2CCc3nc(N4CCOCC4)[nH]c(=O)c3C2)c1	4	-0.1	5	0.7
COc1cccc(C(=O)NCC(=O)N/N=C/c2ccc(OC)c(OC)c2)c1	-23	0.0	4	-0.8
N#CC1=C(N)NC(SCc2ccccc2)=C(C#N)C12CCCCC2	10	0.1	4	-0.5
COc1ccc(Br)cc1C(=O)Nc1ccccc1F	5	0.0	-22	0.5
O=c1c2cc(Br)ccc2ncn1Cc1ccc(Cl)cc1	-5	0.7	4	0.4
CCN(CC)S(=O)(=O)c1ccc(C)c(NC(=S)N2CCN(c3ccccn3)CC2)c1	-3	-0.2	6	-1.0
COC(=O)c1c(NC(=O)Nc2cccc(Cl)c2)sc2c1CCCC2	7	0.6	6	0.4
CCOc1cc(C2C(C(=O)OC)=CN(Cc3ccc(F)cc3)C=C2C(=O)OC)ccc1O	8	0.7	0	-1.0
Oc1ccccc1C1=NNC2(CC3CC2C2CCCC32)S1 (centres undefined)	8	0.0	-33	-0.7
O=C(c1cc2ccccc2o1)N1CCN(c2ccc(C(F)(F)F)cc2[N+](=O)[O-])CC1	5	0.0	4	-1.2
Cc1ccccc1NC(=O)CN(c1ccc(Cl)c(C(F)(F)F)c1)S(C)(=O)=O	-6	0.0	3	0.8
CCC(C)NC(=O)c1sc2ncnc(N3CCN(c4ccc(OC)cc4)CC3)c2c1C (centres undefined)	2	-0.1	23	0.8
Cc1cc(C)nc(NS(=O)(=O)c2ccc(NC(=O)CSc3nnnn3-c3ccccc3)cc2)n1	5	0.0	-1	1.6
O=C(Nc1ccc(Cl)cc1)c1nn2c(C(F)(F)F)cc(-c3ccccc3)nc2c1Cl	-7	-0.2	6	-0.4
CCCOc1ccc(C2=[N+]([O-])C3(CCCCC3=O)N(O)C2(C)C)cc1 (centres undefined)	-2	0.3	55*	0.7
COc1cc(OC)nc(-c2ccc(NC(=O)Nc3ccc(F)cc3F)cc2)n1	2	-0.1	-13	-1.1
CC(C)(C)c1ccc(OCC(N)=O)c(Br)c1	11	0.0	-14	5.9*
O=C(NCc1ccccc1Cl)c1cccc(NS(=O)(=O)c2ccc(Cl)cc2)c1	6	0.1	-8	1.0
Cc1[nH]c2ccccc2c1C(=O)C(=O)N1CCc2ccccc21	5	0.0	3	3.9
Cn1c2ccccc2n2c(SCC(=O)O)nnc12	-11	0.0	-9	-0.6
O=C(NC1=NCCS1)c1nc(Cl)ccc1Cl	-3	-0.1	-7	0.9
COc1cc(CN2CCc3c(nc(N4CC(C)OC(C)C4)[nH]c3=O)C2)ccc1O (centres undefined)	2	0.1	5	0.4
COc1ccc(C(=O)NNC(=O)c2ccc(-c3ccccc3)cc2)cc1	30	0.4	10	0.8

Given as labelled records: 2 of the compounds above.
Cc1[nH]c2ccccc2c1C(=O)C(=O)N1CCc2ccccc21
- MITF primary = 5
- FBW7 act = 0.0
- TEAD-YAP inh = 3
- GPR151 ag = 3.9
O=C(Nc1ccc(Cl)cc1)c1nn2c(C(F)(F)F)cc(-c3ccccc3)nc2c1Cl
- MITF primary = -7
- FBW7 act = -0.2
- TEAD-YAP inh = 6
- GPR151 ag = -0.4

Additional structures:
canonical_smiles	MITF primary	FBW7 act	TEAD-YAP inh	GPR151 ag
COc1ccc(Cc2noc(-c3ccccc3)n2)cc1	-15	0.0	-32	0.0
CCc1ccc(CN2CCN(C(=O)c3ccccc3)CC2)cc1	24	-0.1	-10	-0.3
Cc1ccc(N2C(=O)c3ccccc3C2Nc2cccnc2)nc1 (centres undefined)	-2	0.0	-24	-1.0
COc1cccn2c(C(=O)N(C)CC(OC)OC)c(C(F)(F)F)nc12	15	0.1	-1	1.2
Cc1ccc(S(=O)(=O)NCCNc2ccc(Br)c(C)c2)cc1	-12	0.0	1	1.0
O=C1NC(=O)C(=Cc2cc([N+](=O)[O-])ccc2N2CCN(C(=O)c3ccccc3)CC2)C(=O)N1	8	-0.5	1	0.8
CN(C)S(=O)(=O)c1ccc(C(=O)OCc2nc3ccccc3c(=O)[nH]2)cc1	-5	0.1	8	-1.5
O=C(O)CCCNc1ccc(S(=O)(=O)O)cc1	8	0.2	-6	-0.8

Of the compounds above, six have a nitro group on carbon.
canonical_smiles	MITF primary	FBW7 act	TEAD-YAP inh	GPR151 ag
CCOc1ccc(Nc2ccc(N3C(=O)C4CC=CCC4C3=O)cc2[N+](=O)[O-])cc1 (centres undefined)	10	-0.3	-1	0.7
O=[N+]([O-])c1ccc(C=Nc2ccc(N3CCOCC3)cc2)cc1	9	-0.1	-7	0.5
O=[N+]([O-])c1ccccc1/C=N/Nc1nnc2c(n1)[nH]c1ccccc12	-10	-0.2	-4	0.1
CCOC(=O)c1cc2c(nc1C)-c1ccc([N+](=O)[O-])cc1C2=O	5	-0.1	-15	0.8
O=C(c1cc2ccccc2o1)N1CCN(c2ccc(C(F)(F)F)cc2[N+](=O)[O-])CC1	5	0.0	4	-1.2
O=C1NC(=O)C(=Cc2cc([N+](=O)[O-])ccc2N2CCN(C(=O)c3ccccc3)CC2)C(=O)N1	8	-0.5	1	0.8
